Compound activity: PubChem BioAssay, Johns Hopkins Ion Channel Center
KCNQ2 block = KCNQ2 potassium channel inhibitors, primary screen, cell-based, CHO-K1, FluxOR thallium flux, B-score (AID 2156). B-score at 10 µM. 20 min; hits give low values. 310,000 compounds, 1.1% hits. Potassium voltage-gated channel subfamily KQT member 2 (Rattus norvegicus), O88943;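 active = fluorescence ratio B-score at most minus 3 library SDs, with starting brightness B-score within 2 library SDs, cut at about -5.5 in these data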
Target sequence (O88943 whole entry, looked up): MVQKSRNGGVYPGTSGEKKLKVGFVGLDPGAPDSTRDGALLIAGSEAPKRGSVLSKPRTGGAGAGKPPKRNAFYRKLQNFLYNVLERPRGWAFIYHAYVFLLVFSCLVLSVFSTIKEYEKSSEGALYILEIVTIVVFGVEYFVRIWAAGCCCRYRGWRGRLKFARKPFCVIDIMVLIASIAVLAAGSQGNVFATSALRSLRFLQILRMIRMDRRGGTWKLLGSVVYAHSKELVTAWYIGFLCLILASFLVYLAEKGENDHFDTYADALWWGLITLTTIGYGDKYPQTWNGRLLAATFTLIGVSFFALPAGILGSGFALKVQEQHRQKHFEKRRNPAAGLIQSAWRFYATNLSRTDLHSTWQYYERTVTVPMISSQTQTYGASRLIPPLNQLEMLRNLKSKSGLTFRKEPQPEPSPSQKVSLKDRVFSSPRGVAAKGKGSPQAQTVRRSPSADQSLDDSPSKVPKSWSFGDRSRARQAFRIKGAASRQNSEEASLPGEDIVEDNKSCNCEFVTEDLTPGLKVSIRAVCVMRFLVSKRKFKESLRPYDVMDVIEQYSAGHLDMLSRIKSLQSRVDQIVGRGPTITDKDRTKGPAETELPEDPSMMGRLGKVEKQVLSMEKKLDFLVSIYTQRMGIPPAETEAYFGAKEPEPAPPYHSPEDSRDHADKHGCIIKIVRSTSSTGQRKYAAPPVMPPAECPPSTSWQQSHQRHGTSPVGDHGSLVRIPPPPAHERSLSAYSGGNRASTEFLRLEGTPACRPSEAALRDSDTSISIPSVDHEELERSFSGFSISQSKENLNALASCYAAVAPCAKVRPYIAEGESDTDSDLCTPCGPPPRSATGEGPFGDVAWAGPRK
CHT inh = inhibitors of human choline transporter CHT. High affinity choline transporter 1 (Homo sapiens), Q9GZV3. B-score at 10 µM. 310,000 compounds, 0.86% hits. CHT-expressing cells, membrane potential dye, choline response; hits give low values;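 active = B-score over 3 SD under the library average, and starting fluorescence ratio not unusually high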;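 also: choline stimulus applied at its EC90 after an EC20 pre-addition; B-score computed on integrated fluorescence ratio after choline addition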
Kir21 block = inhibitors of mouse Kir2.1 inward-rectifier potassium channel. HEK293-Kir2.1, FluxOR thallium flux fluorescence; hits give low values. B-score at 10 µM. Inward rectifier potassium channel 2 (Mus musculus), P35561. 310,000 compounds, 0.85% hits;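 active = fluorescence ratio B-score at or below minus 3 SD of library scores, with starting-brightness B-score within 2 SD, cut at about -4.2 in these data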;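 also: channel flux triggered by added potassium and thallium sulfate stimulus; B-score of peak minus minimum fluorescence over baseline after thallium stimulus; more negative B-score means stronger Kir2.1 block with less thallium influx; some compounds called inactive have numbers as strong as hits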
The depositor's hits bear a star; i = inactive; · = not tested or not shown.

| SMILES | CHT inh | Kir21 block | KCNQ2 block |
| --- | --- | --- | --- |
| Cn1c(SCC(=O)NC(C)(C)C)nnc1-c1cccc(NC(=O)c2ccccc2F)c1 | i | -2 | i |
| CN(CCOc1ccc(-c2ccn(S(=O)(=O)c3cccc4ccccc34)n2)cc1)c1ccccn1 | i | 0.13 | i |
| Cc1ccc(NC(=O)CSc2nc(NS(=O)(=O)c3ccccc3)cc(=O)[nH]2)cc1 | i | 0.18 | i |
| Clc1ccc(-c2nnn(Cc3nc4ccccc4s3)n2)cc1 | i | -0.55 | i |
| CCc1ccc(NC(=O)CN2C(=O)C(=O)N(Cc3ccccc3)C2=O)cc1 | i | 0.81 | i |
| COC(=O)Cc1csc(Nc2ccccc2Cl)n1 | i | 1.1 | i |
| CC(C)N(C(=S)NC1CC2CCC1C2)c1ccccc1 (stereo unspecified) | i | 0.28 | i |
| COC(=O)c1ccccc1S(=O)(=O)NNC(=O)Nc1ccccc1 | i | -0.97 | i |
| CCCCCCNC(=O)CCNS(=O)(=O)c1ccc(C)cc1 | i | 0.47 | i |
| Nn1c(SCC(=O)NCc2ccccc2)nncc1=O | i | -0.13 | i |
| Brc1ccc(OCc2cn3ccccc3n2)cc1 | i | -1.1 | i |
| O=[N+]([O-])c1cc2c(cc1/C=N/NS(=O)(=O)c1ccc(Br)cc1)OCO2 | i | 0.01 | i |
| Cc1cccc(C)c1NC(=O)N1CCN(c2nc3ccccc3s2)CC1 | i | -0.22 | i |
| Cc1ccc(SC[C@H](CC(C)C)N2CCN(C)CCC2=O)cc1 | · | -0.97 | i |
| CCOc1ccc(NC(=O)C2CCN(c3nnnn3-c3ccccc3)CC2)cc1 | i | -0.95 | i |
| CCCN1CCC(N(C)CCc2ccc(OC)c(OC)c2)CC1 | i | -1.3 | i |
| CCC(C)[C@H](NC(=O)N1CCn2c1nc1ccccc12)C(=O)NCCc1ccccc1 (stereo partly specified) | i | -0.47 | i |
| COc1cc(C(=O)Nc2ccc(S(=O)(=O)N3CCCCC3C)cc2)cc(OC)c1OC (stereo unspecified) | i | 0.06 | i |
| Cc1nnc(SCC(=O)Nc2ccc3c(c2)COC3=O)n1-c1ccccc1 | i | 0.12 | i |
| O=C1CCCN1CC(O)CS(=O)(=O)Cc1ccc(Cl)cc1Cl (stereo unspecified) | i | 1.3 | i |
| Cc1ccc(C(=O)NCCc2nnc3ccc(NCc4ccc5c(c4)OCO5)nn23)cc1 | i | 1.1 | i |
| CCCn1nc(C(=O)NNC(=O)Cc2ccc(S(=O)(=O)N3CCOCC3)s2)c2ccccc2c1=O | i | -0.49 | i |
| CC(=O)c1ccc(S(=O)(=O)Nc2ccc(-c3ccc4nnc(C)n4n3)cc2)cc1 | i | 0.12 | i |
| Cc1ccc(C)c(NC(=S)NC23CN4CN(CN(C4)C2)C3)c1 | i | 0.04 | i |
| COC(=O)C1CCN(S(=O)(=O)CCNC(=O)c2ccc3c(c2)OCO3)CC1 | i | -0.13 | i |
| CC(C)(C)n1c(O)c2ccc(C(=O)N=NC(=O)c3ccccc3)cc2c1O | i | -0.42 | i |
| O=C(Nc1cc(C(=O)N2CCCC2)ccc1N1CCCC1)c1ccccc1 | i | -1.1 | i |
| Cc1cc(C)c2c(N)c3ccccc3nc2n1 | i | 1.1 | i |
| CCC(C)Nc1nc2c(c(=O)n(C)c(=O)n2C)n1Cc1ccc(F)cc1 (stereo unspecified) | i | 0.17 | i |
| CCC(Oc1ccc(C)cc1)C(=O)Nc1ccccc1C(=O)N1CCOCC1 (stereo unspecified) | i | 0.49 | i |
| Cc1cc(C)c[n+](-c2nc3ccccc3nc2[N-]S(=O)(=O)c2cccs2)c1 | i | 0.56 | i |
| O=C(COC(=O)/C=C/c1cccc(F)c1)Nc1ncccn1 | i | 0.62 | i |
| Cc1occc1C(=O)Nc1ccccc1C#N | i | -0.61 | i |
| CSc1cccc(NC(=O)/C=C/c2ccccc2)c1 | i | 0.41 | i |
| NS(=O)(=O)c1cccc(NC(=O)CSc2nc3ccccc3n2-c2ccccc2)c1 | i | -1.6 | i |
| COc1ccc(CC(=O)OCC(=O)Nc2cccnc2Cl)cc1OC | i | -0.1 | i |
| CCc1ccc(NC(=O)C2=CC(c3ccc(OC)cc3)=NS(=O)(=O)N2C)cc1 | i | -0.37 | i |
| C=CCn1c(SC(C)C(=O)Nc2ccc(F)c(F)c2F)nnc1C1CC1 (stereo unspecified) | i | 0.99 | i |
| CN(C)C(=O)N1CCN(S(=O)(=O)c2ccc3ccccc3c2)CC1 | -6.7* | -1 | i |
| COc1nc(-c2ccccc2)ncc1S(=O)(=O)c1ccccc1 | i | 2.7 | i |
| O=C(NC(Cc1ccccc1)C(=O)O)c1cccnc1Cl (stereo unspecified) | i | -1.1 | i |
| O=C1C2C3C=CC(C4CC34)C2C(=O)N1/N=C/c1ccc(-c2ccc([N+](=O)[O-])cc2)o1 (stereo unspecified) | i | 0.15 | i |
| Cn1cc(CCC(=O)N2CCCC(C(=O)c3cccc4ccccc34)C2)cn1 (stereo unspecified) | i | -0.06 | i |
| Cc1c(Cl)cccc1NC(=O)CCN1CCC(C(N)=O)CC1 | i | 0.08 | i |
| Cc1cc(NC(=O)C2=C(O)c3ccccc3S(=O)(=O)N2C)no1 | i | 1 | i |
| CCNc1ccc2noc3c2c1C(=O)c1ccccc1-3 | i | -2.4 | i |
| CCOC(=O)c1cn(CC)c2ccc(S(=O)(=O)N3CCC(C)CC3)cc2c1=O | i | 1.1 | i |
| CCOC(=O)Cc1cnc(NC(=O)CSc2nc(C(C)C)cc(=O)[nH]2)s1 | i | -4 | i |
| COCCNC(=O)CSc1nc2ccc(N3CCOCC3)cc2c(=O)n1CCc1ccccc1 | i | -0.74 | i |
| CN1CCN(S(=O)(=O)c2ccc(SCCOc3ccccc3)nc2)CC1 | i | 0.65 | i |

Carrying on.
| SMILES | CHT inh | Kir21 block | KCNQ2 block |
| --- | --- | --- | --- |
| Cc1ccc(NS(=O)(=O)c2ccc(Cl)c(C(=O)Nc3ccccc3-c3nc4ccccc4[nH]3)c2)cc1C | i | -2.7 | i |
| CSc1sccc1/C=N/O | i | 0.36 | i |
| O=C(Oc1c(Cl)cc(Cl)c2cccnc12)N1CCOCC1 | i | -1.3 | i |
| CCNc1nc(C)nc2c1oc1ccccc12 | i | -0.1 | i |
| N#Cc1c(-c2ccncc2)c2c([nH]c1=O)-c1ccccc1OC2 | i | 1.1 | i |
| COc1cc(C(=O)N/C(=C\c2cn(C)c3ccccc23)C(=O)NCCCO)cc(OC)c1OC | i | 0.83 | i |
| COC(=O)C(C)Oc1ccc(-c2nccc(-c3ccc(F)cc3)n2)cc1 (stereo unspecified) | i | -0.05 | i |
| CCOC(=O)C(NCCCCl)c1ccccc1 (stereo unspecified) | i | 0.17 | i |
| CC(C)(C)n1nnnc1C(c1ccc(Cl)cc1)N1CCCc2ccccc21 (stereo unspecified) | i | 0.47 | i |
| Cc1c(NC(=O)C2CCCN2C(=O)c2cccs2)c(=O)n(-c2ccccc2)n1C (stereo unspecified) | i | -0.28 | i |
| COC(=O)CSc1nc(COc2ccccc2)nc2ccccc12 | i | -2.6 | i |
| Cc1ccc(C(=O)c2c3ccc(N)cc3nn2CCC(N)=O)cc1 | i | -0.64 | i |
| CCCOC1(NC(=O)c2ccccc2)C(C)=CC(=O)C=C1C | i | -1.5 | i |
| CC(C)CN(C(=O)c1cccs1)C1CCS(=O)(=O)C1 (stereo unspecified) | · | -0.98 | i |
| O=C(Cc1cc(=O)[nH]c(=O)[nH]1)NCCN1CCOCC1 | i | 0.02 | i |
| Cc1ccc(OC(=O)C(C)c2cccc(C(=O)c3ccccc3)c2)cc1 (stereo unspecified) | i | -0.67 | i |
| CCCN1CCc2c(sc3nc(SC)n(-c4ccccc4)c(=O)c23)C1 | i | -0.13 | i |
| O=C(NCC(c1ccc(F)cc1)N1CCOCC1)c1ccc(C(=O)c2ccccc2)cc1 (stereo unspecified) | i | 0.15 | i |
| Cc1ccc2c(c1)[nH]c1c(=O)n(Cc3ccccn3)cnc12 | i | 0.36 | i |
| O=C(COc1cc2oc(=O)c3c(c2cc1Cl)CCCC3)NCC1CCC(C(=O)O)CC1 (stereo unspecified) | i | 0.57 | i |
| COc1ccc(/C=N/NC(=O)CN(C)C(=O)OCc2ccccc2)cc1OC | i | -0.26 | i |
| COC(=O)C(C)Oc1ccc(Oc2nc(Cl)ccc2Cl)cc1 (stereo unspecified) | i | 0.6 | i |
| O=C(c1cc2ccccc2oc1=O)N(Cc1cccs1)C1CCS(=O)(=O)C1 (stereo unspecified) | i | 0.52 | i |
| COc1cc(NS(=O)(=O)c2ccc(-c3ccc(=O)[nH]n3)o2)cc(OC)c1OC | i | -0.06 | i |
| Cc1nc2nc(-c3ccc(F)cc3)cn2nc1C | i | -0.07 | i |

In a second layout: results already given.
Below each SMILES: CHT inh | Kir21 block | KCNQ2 block
CCNc1nc(C)nc2c1oc1ccccc12
→ i | -0.1 | i
COC(=O)CSc1nc(COc2ccccc2)nc2ccccc12
→ i | -2.6 | i

Some values from the list.
O=C(NCC(c1ccc(F)cc1)N1CCOCC1)c1ccc(C(=O)c2ccccc2)cc1 (stereo unspecified) in Kir21 block reads 0.15
CC(C)(C)n1nnnc1C(c1ccc(Cl)cc1)N1CCCc2ccccc21 (stereo unspecified) in Kir21 block reads 0.47
CCCN1CCc2c(sc3nc(SC)n(-c4ccccc4)c(=O)c23)C1 in Kir21 block reads -0.13

Gathered by group: those above with a tert-butyl group.
| SMILES | CHT inh | Kir21 block | KCNQ2 block |
| --- | --- | --- | --- |
| Cn1c(SCC(=O)NC(C)(C)C)nnc1-c1cccc(NC(=O)c2ccccc2F)c1 | i | -2 | i |
| CC(C)(C)n1c(O)c2ccc(C(=O)N=NC(=O)c3ccccc3)cc2c1O | i | -0.42 | i |
| CC(C)(C)n1nnnc1C(c1ccc(Cl)cc1)N1CCCc2ccccc21 (stereo unspecified) | i | 0.47 | i |

Next section.
| SMILES | CHT inh | Kir21 block | KCNQ2 block |
| --- | --- | --- | --- |
| CNC(=O)c1cn(-c2ccccc2)c(=O)c2ccccc12 | i | 1.2 | i |
| O=C(c1ccc(Cn2cc(Br)cn2)cc1)N1N=C(C(F)F)CC1(O)C(F)F (stereo unspecified) | i | 2.7 | i |
| O=C(c1cc2nc(-c3ccccc3)cc(-c3ccccc3)n2n1)N1CCCC1 | i | -0.75 | i |
| CC1(C)C2CCC1(CS(=O)(=O)N1CCOCC1)C(=O)C2 (stereo unspecified) | i | -0.67 | i |
| Cc1ccccc1OCC(=O)N/N=C/c1ccc(Sc2nc3ccccc3s2)o1 | i | 0.23 | i |
| CS(=O)(=O)Nc1nc2n(n1)C(c1ccc(F)cc1)CC(c1ccccc1)N2 (stereo unspecified) | i | -1.2 | i |
| Cc1ccc(C)c(N2CCN(C(=O)Cn3cccc3)CC2)c1 | i | 0.93 | i |
| c1ccc(-c2ccc(C3CCCN3)cc2)cc1 (stereo unspecified) | i | -1.8 | i |
| N=C1S/C(=C\c2ccco2)C(=O)N1c1nccs1 | i | -0.4 | i |
| CC1CN(C(c2cccs2)c2sc3ncnn3c2O)CC(C)O1 (stereo unspecified) | i | 0.34 | i |
| Cc1ccc(S(=O)(=O)C2(C(=O)N3CCN(c4ccccc4F)CC3)CC2)cc1 | i | -1.1 | i |
| Cn1ccc(NC(=O)Nc2cccc(C(F)(F)F)c2)n1 | i | 0.53 | i |
| CCOc1ncccc1C(=O)N=C1SCCN1C(=O)c1cccnc1OCC | i | 0.25 | i |
| CCOC(=O)c1ccc(N2CN(C3CCCCC3)CNC2=S)cc1 | i | 1.5 | i |
| O=C(Nc1ccccc1N1CCN(c2ccccc2)CC1)C1CCCCC1 | i | -0.34 | i |
| O=C(c1cc(-c2ccco2)on1)N1CCCc2ccccc21 | i | 0.96 | i |
| Cc1ccc2oc(=O)n(CC(=O)c3ccc(F)cc3)c2c1 | i | 2.9 | i |
| COC(=O)c1cc(S(=O)(=O)N2CCC(C(N)=O)CC2)oc1C | i | 0.38 | i |
| CCCc1c(C(=O)N/N=C/c2ccccc2OCc2ccc(F)cc2)nnn1-c1nonc1N | i | -0.42 | i |
| COc1ccccc1N1CCN(S(=O)(=O)c2cc(-c3cc(C)no3)ccc2C(C)C)CC1 | i | -1 | -6* |
| O=C(O)C(c1ccccc1)C1(O)CCCCC1 (stereo unspecified) | i | 0.08 | i |
| COC(=O)c1sc(NC(=O)c2ccc(C)o2)nc1C | i | 0.45 | i |
| CCCCCCCCNC(=O)c1cnsn1 | i | 0.24 | i |
| CNc1ccccc1C(=O)OC(C)C(=O)Nc1ccc(S(=O)(=O)N2CCCC2)cc1 (stereo unspecified) | i | -0.03 | i |
| CC(=O)Nc1c(O)nc(SCC(=O)Nc2c(C)cccc2C)[nH]c1=O | i | 0.17 | i |
| Cc1noc(C)c1COC(=O)/C=C/c1ccccc1Cl | i | -0.05 | i |
| Cc1cc(C(=O)OC(C)C(=O)NC2CCCCC2C)c(C)o1 (stereo unspecified) | i | -0.44 | i |
| O=C(c1ccc(OC2CCN(C/C=C/c3ccc(F)cc3)CC2)cc1)N1CCCC1 | i | 0.07 | i |
| CCOC(=O)c1ccc(-c2ccc3c(=O)c4ccccc4n(C)c3c2)cc1F | i | 0.87 | i |
| COc1ccc(CN2C(=O)c3ccccc3C2C(=O)NC2CCCC2)c(OC)c1 (stereo unspecified) | i | -0.43 | i |
| O=C(O)c1ccccc1C(=O)OCCCCOC(=O)c1ccccc1C(=O)O | i | 0.86 | i |
